SMARCA2 activ – increases SMARCA2 function in MMTV reporter cells; hit rate 1% among 370,000; activation, % at 9.1 µM; MG213 cells, MMTV-luciferase reporter, dexamethasone, overnight; in the data active = activation above about 7.8%;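 also: 0% = vehicle wells and 100% = reference activator wells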
DAX1 inh-1 – blocks DAX1 repression of SF-1 activated StAR promoter; HEK293T StAR-luciferase reporter, SF-1/DAX-1 repression relief; inhibition, % at 6.8 µM; AID 652010; hit rate 1.1% among 370,000;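 active = inhibition above the mean over all tested compounds plus 3 SD, cut at about 3.6% in these data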;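 also: 0% = DAX-1 cells with DMSO and 100% = cells lacking DAX-1 with DMSO; higher inhibition means more luminescence from relief of DAX-1 repression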
GAA850 FXN act – increases GAA850 frataxin promoter reporter activity. HEK293 lucGAA850 FXN promoter luciferase reporter, 24 h; percent of 10 µM SAHA response. activation, % at 6 µM. hit rate 0.56% among 360,000;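 active = activation above the average of all compounds screened plus 3 SD, cutoff fixed separately per campaign, cut at about 7.5% in these data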;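 also: 0% = DMSO wells and 100% = 10 µM SAHA wells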
PG9 binder – small molecules binding HIV-1 gp120 antibody PG9; TR-FRET gp120-PG9 antibody binding; inhibition, % at 6.7 µM; hit rate 0.43% among 360,000; AID 624416; in the data active = inhibition above about 8.5%
hgDAF-12 ag – activates the H. glycines DAF-12 receptor ligand-binding domain. hit rate 1.8% among 370,000. activation, % at 6.8 µM. HEK293 GAL4-hgDAF12 UAS-luciferase reporter, agonist luminescence; normalized to butyrate control;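 active = activation above a cutoff set at the mean of all screened compounds plus 3 SD, cut at about 10% in these data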;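 also: 0% = DMSO wells and 100% = sodium butyrate wells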
hcDAF-12 act – activates DAF-12 receptor from parasite H. contortus. hit rate 1.4% among 370,000. HEK293 hcDAF-12 lit1-tk-luc reporter, luminescence; 0% DMSO, 100% Δ7-dafachronic acid. activation, % at 6.8 µM. AID 652067;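 active = activation above the mean of all tested compounds plus 3 SD, cut at about 5.5% in these data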;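 also: 100% = response to 3 µM Δ7-dafachronic acid high control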
NPR1 activator – GC-A (human) enzyme activation | P16066 | HEK293 GC-A cells, cGMP TR-FRET, EC30 ANP; 0% at EC30 ANP, 100% saturating ANP | activation, % at 10 µM | hit rate 0.14% among 370,000 | AID 1671463; in the data active = activation above about 40%
ADAM10 inh – inhibits human ADAM10; O14672; recombinant ADAM10, EDANS/DABCYL FRET peptide cleavage, 3 h; inhibition, % at 7 µM; hit rate 0.62% among 370,000; AID 720582;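 active = inhibition above a per-campaign cutoff equal to the mean of compounds falling between control-based bounds plus 3 SD, cut at about 20% in these data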;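 also: 0% = DMSO wells while the 100% control is not disclosed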
Target sequence (O14672 214-748 limits assumed): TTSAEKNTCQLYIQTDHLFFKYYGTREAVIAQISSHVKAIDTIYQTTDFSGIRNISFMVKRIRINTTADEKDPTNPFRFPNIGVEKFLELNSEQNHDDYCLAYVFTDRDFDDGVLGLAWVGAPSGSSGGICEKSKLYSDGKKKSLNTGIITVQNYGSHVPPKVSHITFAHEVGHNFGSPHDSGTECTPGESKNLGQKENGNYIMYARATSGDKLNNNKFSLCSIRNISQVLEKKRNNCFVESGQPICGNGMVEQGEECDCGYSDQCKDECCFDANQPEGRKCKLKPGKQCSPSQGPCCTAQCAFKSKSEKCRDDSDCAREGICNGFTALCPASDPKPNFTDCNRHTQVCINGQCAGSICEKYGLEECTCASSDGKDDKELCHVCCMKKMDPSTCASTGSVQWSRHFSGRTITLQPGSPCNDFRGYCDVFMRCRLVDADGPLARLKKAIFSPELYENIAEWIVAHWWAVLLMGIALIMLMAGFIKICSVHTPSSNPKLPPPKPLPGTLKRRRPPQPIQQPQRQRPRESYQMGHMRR
ssDAF12 agonist – activates DAF-12 receptor from parasite S. stercoralis; HEK293 ssDAF-12/GRIP1 lit1-tk-luc reporter, luminescence; % of 3 µM dafachronic acid response; activation, % at 6.8 µM; hit rate 1% among 370,000;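 active = activation above the mean over all tested compounds plus 3 SD, cut at about 0.9% in these data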;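 also: 0% = DMSO-only wells and 100% = 3 µM delta7-dafachronic acid wells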
DAX1 inh-2 – inhibits human nuclear receptor DAX1 | P51843 | HEK293 Gal4-DAX1 luciferase reporter, luminescence | inhibition, % at 6.75 µM | hit rate 0.99% among 340,000 | AID 504766;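 active = inhibition above the mean over all tested compounds plus 3 SD, cut at about 4.2% in these data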;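 also: 0% = DAX1-transfected cells with DMSO and 100% = empty-vector control cells with DMSO; inhibition shows as a rise in luminescence from relieved DAX1 repression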
Target sequence (P51843 207-470 limits assumed): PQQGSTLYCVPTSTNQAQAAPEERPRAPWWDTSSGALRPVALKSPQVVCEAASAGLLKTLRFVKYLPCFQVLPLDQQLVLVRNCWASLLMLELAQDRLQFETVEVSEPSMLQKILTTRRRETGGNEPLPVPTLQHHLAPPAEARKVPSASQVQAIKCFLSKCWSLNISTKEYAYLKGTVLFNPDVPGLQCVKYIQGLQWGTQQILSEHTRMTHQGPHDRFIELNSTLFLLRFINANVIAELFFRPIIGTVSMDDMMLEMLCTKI
ADAM17 inh – inhibitors of human ADAM17. P78536. recombinant ADAM17, EDANS/DABCYL FRET peptide cleavage. inhibition, % at 6.95 µM. hit rate 0.83% among 370,000. AID 720648;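 active = inhibition above the mean of compounds lying between control limits plus 3 SD, set per campaign, cut at about 8.5% in these data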;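 also: 0% = DMSO-only wells as the low control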
* = called active by the depositor; x = no result given. Not a hit list; any-hit rate near 6.8%.

SMILES	SMARCA2 activ	DAX1 inh-1	GAA850 FXN act	PG9 binder	hgDAF-12 ag	hcDAF-12 act	NPR1 activator	ADAM10 inh	ssDAF12 agonist	DAX1 inh-2	ADAM17 inh
O=C(NCc1ccco1)/C(=C\c1ccccc1)NC(=O)c1ccccc1	-2	-0.2	0.7	-0.6	1.7	-0.1	1	-3	-1.3	-1.4	-4
CCOc1ccc2nc(SCC(=O)N(C)C3CCS(=O)(=O)C3)[nH]c2c1 (centres undefined)	-5	0.8	-1.0	-2.6	1.3	-0.6	1	6	0.2	-0.4	0
COc1ccc2oc(=O)c(-c3nc4ccccc4o3)cc2c1	7	0.2	6.3	0.7	3.0	-0.1	-2	-263	-0.2	1.6	-63
Cc1ccc(OCc2cc(C(=O)N3CCC(C(O)C(C)C)CC3)no2)cc1C (centres undefined)	-1	0.1	2.1	-1.5	1.3	0.8	-1	9	-0.6	0.3	7
O=C1c2ccccc2C(c2nnnn2-c2ccc3c(c2)OCCO3)N1C1CC1 (centres undefined)	-7	-1.1	x	-2.4	-3.2	-0.2	4	-19	-0.8	x	-1
COc1ccc(CNCCS(=O)(=O)NCc2ccccc2)cc1	-3	-0.6	-0.4	3.1	-2.4	-1.5	-2	-14	-0.9	0.1	-5
CC(C)(C)c1ccc(OCCCN2CCC(C(O)(c3ccccc3)c3ccccc3)CC2)cc1	1	-0.1	x	x	-3.2	1.6	0	3	-1.5	x	3
COc1ccc(CCNC(=S)NC2CCN(Cc3ccccc3)CC2)cc1OC	-1	0.0	-0.4	-1.1	-1.6	-0.3	6	-9	-1.2	-1.6	-2
CN(C)CC(C)(C)CNC(=O)CC1C(=O)NCCN1Cc1ccc(-c2ccccc2)cc1 (centres undefined)	-3	0.2	-0.1	0.4	-1.4	0.1	4	2	-1.0	-0.3	-6
CN(C)S(=O)(=O)c1cccc(NC(=O)C2CCN(S(=O)(=O)c3cccs3)CC2)c1	1	-2.2	-2.0	-1.6	-3.4	-0.2	0	-3	-1.1	-0.9	-4
COc1ccccc1CN1CC(C(=O)NCc2cc(C(C)C)no2)CCC1=O (centres undefined)	-1	-1.5	0.2	-2.3	-0.6	-0.5	-1	-4	-0.1	0.2	0
Cc1c(NC(=O)CN2CCN(c3ccc(F)cc3)CC2)c(=O)n(-c2ccccc2)n1C	1	-0.2	-1.0	-1.4	-0.6	0.1	2	5	-0.1	-0.5	2
CC(C)(C)c1ccc(C(=O)Nc2ccc(CC(=O)O)cc2)o1	-13	-3.3	-18	-2.0	-15	-7.1	4	5	-3.7	-4.0	-3
O=C(Cn1c(-c2ccccn2)nc2ccccc21)NCCN1CCOCC1	6	0.2	1.6	-1.6	0.2	-0.2	2	-17	-0.9	0.6	-8
Cc1ccc([C@@H]2CC(=O)[C@@H]3CN(S(=O)(=O)c4ccccc4C)[C@H](c4ccc(Cl)cc4)C[C@@H]3N2S(=O)(=O)c2ccc(C)cc2)cc1	-2	-1.2	-0.8	-0.9	-0.5	-0.1	-3	-3	-0.5	-1.0	0
Cc1nc2sc(C(c3ccco3)N3CCc4ccccc4C3)c(O)n2n1 (centres undefined)	-2	0.3	2.5	2.5	0.3	-0.2	-2	-9	-1.5	1.2	1
Cc1noc(C)c1COc1cccc(C(=O)N2CCc3ccccc32)c1	-4	-1.7	-1.2	0.1	-0.5	-1.7	-4	-2	-0.8	-0.6	-1
CN(Cc1cccc(C(F)(F)F)c1)C(=O)[C@H]1O[C@@H](n2ccc(N)nc2=O)[C@H](O)[C@@H]1O	3	1.3	x	-0.5	0.8	1.8	2	1	-0.9	x	-1
CCOC(=O)N[C@@H](Cc1cccnc1)C(=O)N1CCC[C@H]1C(=O)NC1CCCC1	-3	0.9	x	0.0	4.0	0.6	-1	-12	-0.6	x	-8
O=C1/C(=C/c2ccccc2O)SC(=S)N1Cc1cccnc1	-3	0.2	-3.5	-1.0	-1.6	3.0	0	2	0.6	1.9	4
CCOC(=O)c1[nH]c(C)c(C(=O)OCCOc2cccc(C)c2)c1C	-1	0.8	4.1	-0.4	1.2	0.5	3	-4	-0.5	1.8	-3
Cc1ccc(S(=O)(=O)NC(=O)Nc2ncc3c(n2)CC(c2ccco2)CC3=O)cc1 (centres undefined)	-2	0.3	0.0	-0.7	-0.9	-0.7	-2	-1	-0.9	0.3	-3
O=c1cc(O)c2sc(Nc3cccc(C(F)(F)F)c3)nc2[nH]1	0	-0.3	3.8	-3.0	0.8	-3.1	3	-2	-1.2	-0.5	-2
O=C(O)c1cccc(CN2C(=O)S/C(=C/c3ccccc3[N+](=O)[O-])C2=O)c1	-4	-0.1	0.8	0.0	-1.4	-0.4	-4	-3	-1.2	0.2	-1
O=C(CNS(=O)(=O)c1ccc(Cl)c(C(F)(F)F)c1)NC1CCCCCC1	2	-0.4	0.5	0.0	-0.6	0.0	0	1	-0.7	0.4	-1

The listing continues:
SMILES	SMARCA2 activ	DAX1 inh-1	GAA850 FXN act	PG9 binder	hgDAF-12 ag	hcDAF-12 act	NPR1 activator	ADAM10 inh	ssDAF12 agonist	DAX1 inh-2	ADAM17 inh
O=C(OCC(=O)N1CCCC1)c1cccc(Br)c1	0	0.2	3.3	-2.1	3.4	-0.2	2	7	-0.7	-0.9	0
Cc1cccc(NC(=O)Nc2cnccn2)c1C	2	-0.8	0.0	0.9	2.7	1.3	-2	-25	-1.2	-0.1	-16
CSCCC(NC(=O)c1c(C)oc2c1CCCC2)C(=O)O (centres undefined)	5	-0.1	-1.0	0.2	-1.0	-0.1	1	-9	-1.4	-1.1	-3
Cc1c(NC(=O)C23CC4CC(CC(C4)C2)C3)c(=O)n(-c2ccccc2)n1C	-1	-0.3	-0.6	-1.2	0.2	1.6	5	1	-0.5	3.2	-3
CCN(CC(=O)NC1CCCCCC1)S(=O)(=O)c1ccccc1	-3	-0.6	-1.2	-0.8	-0.6	-0.8	1	-17	-1.2	0.3	-6
COC(=O)Cn1cnc2c(NC(=O)c3ccccc3)ncnc21	4	0.5	x	-0.3	0.3	0.7	7	0	0.3	x	-2
O=C(CCNC(=O)c1ccc([N+](=O)[O-])cc1)Nc1cccc(S(=O)(=O)N2CCOCC2)c1	-2	1.1	0.7	-0.5	2.8	-2.6	-2	-16	-1.0	0.6	-1
C=C(C)C1Cc2c(C)nn(-c3ccccc3)c2C1 (centres undefined)	0	-0.6	0.7	2.4	1.1	-1.8	-4	-3	-1.1	1.2	-2
O=C(CCS(=O)(=O)c1ccc(Br)cc1)NCCc1ccc(Cl)cc1	2	-0.5	0.2	-0.6	-1.4	-0.9	-7	7	-1.3	-1.9	4
COc1cccc(-c2cnc(C(O)c3cc(Cl)cc(Cl)c3)[nH]2)c1 (centres undefined)	-3	-0.3	-1.6	-0.1	-3.5	-2.4	-2	19	-1.5	x	5
O=C(NCC(F)(F)F)Nc1ccccn1	-2	0.7	-2.1	1.8	-0.7	-0.5	-1	0	-0.6	0.8	3
COc1ccc(Nc2ccc(C(N)=O)cc2[N+](=O)[O-])cc1	-1	-1.0	1.8	-3.8	-0.5	0.3	5	3	-1.1	0.2	-1
CCC(=O)OCn1nnc2ccccc2c1=O	5	0.5	-0.3	-1.2	-1.7	1.9	-4	5	-1.7	3.8	0
O=C(COC(=O)c1cccnc1Cl)c1ccc(Cl)s1	0	-0.1	0.3	0.4	2.2	-1.4	5	-13	-1.1	0.2	0
C#CCOCCOCCOCCNc1nc(N2CCN(C(=O)[C@H](CCCCN)n3cc([C@@H](N)CO)nn3)CC2)nc(N2CCN(C(=O)[C@H](Cc3ccc(O)cc3)n3cc([C@@H](N)CC(C)C)nn3)CC2)n1	2	0.2	-0.6	0.8	1.3	-0.5	3	-12	-0.9	-0.3	-3
Cn1c(SCc2ccccc2)nnc1-c1ccc(O)cc1	3	0.4	3.7	-3.4	6.6	0.6	2	10	0.9*	1.0	2
CCOc1cccc(C(=O)NC(=S)Nc2ccc(N3CCN(CC)CC3)cc2)c1	2	-1.1	1.2	-0.9	3.1	-0.5	1	5	-1.0	-1.3	1
CC1(C)CC(=O)C=C(c2ccc(Oc3ccccc3)cc2)C1	4	-0.7	0.8	1.7	7.6	0.1	4	-2	-0.8	2.2	3
O=c1[nH]cnc(O)c1C(c1cccc([N+](=O)[O-])c1)c1c(O)nc[nH]c1=O	1	0.0	0.6	-0.3	-1.0	-0.7	6	6	-0.6	2.1	-4
O=C(C[C@H]1C[C@H](C(=O)N2CCCCC2)[C@@]2(CCc3ccccc3)c3[nH]c4ccc(Cl)cc4c3CCN2C1=O)NCCCn1ccnc1	-1	0.3	-2.4	-1.3	3.6	-1.1	-13	-8	-1.3	-0.2	2
CSC1SCC2C(=O)N(C)C(C(C)C)C(=O)OCC(NC(=O)c3cnc4ccccc4n3)C(=O)NC(C)C(=O)N(C)C1C(=O)N(C)C(C(C)C)C(=O)OCC(NC(=O)c1cnc3ccccc3n1)C(=O)NC(C)C(=O)N2C (centres undefined)	-10	-7.0	-15	0.4	-12	-5.2	3	-4	-2.5	-6.7	-5
COc1ccc(C(C)=O)cc1CSc1nnc(-c2ccncc2)o1	1	-0.4	-0.9	-2.3	-1.7	1.1	-7	0	-1.6	-1.8	-1
Cc1ccc(N2CC(C(=O)OCC(=O)Nc3c(C)cccc3C)CC2=O)cc1 (centres undefined)	-1	-0.5	-0.5	0.3	3.8	-1.6	3	-4	-0.8	0.5	-1
COc1ccc(CCC(=O)NNC(=S)NCc2ccc(F)cc2)cc1	0	-0.7	-1.4	-0.1	14*	-1.9	-3	0	-1.3	3.7	-2
COc1ccc(NC2=Nc3ccccc3N[C@@]23C[C@H]2CCCC(=O)N4CC[C@@H](C3)[C@@H]24)cc1	4	0.1	0.4	-1.8	-1.1	1.5	0	-4	-0.7	1.6	-3

Further records follow.
SMILES	SMARCA2 activ	DAX1 inh-1	GAA850 FXN act	PG9 binder	hgDAF-12 ag	hcDAF-12 act	NPR1 activator	ADAM10 inh	ssDAF12 agonist	DAX1 inh-2	ADAM17 inh
CCCNc1c(N)c(=O)c1=O	0	-0.3	1.3	-2.3	0.9	-1.2	6	-5	-0.5	x	0
O=C(CCc1nnc(CCCCc2ccccc2)o1)N1CCCC(O)C1 (centres undefined)	0	1.0	-1.1	0.5	0.2	0.4	4	1	-0.9	1.0	-3
COC(=O)C1ON2OC(C(=O)OC)C(C(=O)OC)C2C1CC(C)=O (centres undefined)	-1	0.1	-0.7	0.7	-0.9	-0.1	0	-5	-1.2	-0.5	-2
C[C@@H]1CN([C@@H](C)CO)S(=O)(=O)c2ccc(Br)cc2O[C@@H]1CN(C)S(=O)(=O)c1ccc(F)cc1	-4	-0.9	x	-1.7	6.2	-1.1	-7	2	-0.6	x	-2
CCCC1=[N+](CC(=O)c2ccc(C)cc2)CCn2cccc21	4	-0.3	0.7	-2.1	2.3	4.4	5	-26	-0.7	-0.4	-7
Cc1ccc(-c2nnc(N)o2)cc1	0	1.6	-0.1	-2.1	2.1	0.6	6	12	-0.9	-0.4	6
COC(=O)c1ccc(Oc2cc(C)nc(SC)n2)cc1	-3	-1.8	-0.4	-5.7	3.3	-1.7	-4	9	-0.9	4.2	1

Source: PubChem
